Source: PubChem (National Center for Advancing Translational Sciences (NCATS))
Vif-A3G inh – qHTS for Inhibitors of Vif-A3G Interactions: qHTS; 410,000 tested, 0.076% active; Potency, µM (highest dose often 46.1 µM), for the others: top-dose activity, negative = active, most hits filed as inhibitors; DNA dC->dU-editing enzyme APOBEC-3G (Homo sapiens), Q9HC16; HeLa A3G-eYFP + Vif (tagged APOBEC3G with the HIV-1 protein that degrades it), YFP fluorescence, overnight; AID 602310, 2012;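 note: potency is the fitted concentration of half-maximal effect; % is set by controls: 0 for no effect and ±100 for the full control effect; nearly all actives have a fitted effect of over 60% in size; hits raise eYFP signal because A3G escapes Vif-driven loss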
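Read-out is eYFP fluorescence (Ex 488/Em 500-530) from Vif-expressing HeLa A3G-eYFP cells; more signal means A3G escaped Vif-mediated degradation. Cells plated overnight, compound pinned in, incubated overnight at 37 deg C.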
Vif-A3F inh – qHTS for Inhibitors of Vif-A3F Interactions: qHTS; HeLa A3F-eYFP + Vif (tagged APOBEC3F with the HIV-1 protein that degrades it), YFP fluorescence increase; Potency, µM (highest dose often 46.1 µM), for inactives: at the highest dose activity, negative = active; 390,000 tested, 0.2% active; AID 602313, 2012; note: potency is the fitted concentration of half-maximal effect; % of control where 0% means no effect; nearly all actives have a fitted effect of over 65% in size
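Fluorescence increase (Ex 488/Em 500-530) after overnight compound treatment at 37 deg C flags inhibition of Vif-driven A3F-eYFP loss in stable HeLa A3F-eYFP/Vif cells seeded overnight beforehand.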
RXFP1 ag – qHTS Assay for Agonists of the Relaxin Receptor RXFP1 | Relaxin receptor 1 (Homo sapiens), Q9HBX9 | HEK293T-RXFP1 cAMP TR-FRET, 30 min; response scale: percent of porcine relaxin response, buffer zero | Potency, µM (series often up to 57.5 µM), inactives show at the highest dose activation, hits mostly activators | 370,000 tested, 0.3% active; note: potency is the fitted concentration of half-maximal effect; % is set by controls: 0 for no effect and ±100 for the full control effect; nearly all actives have a fitted effect of over 60% in size; many of its hits are not listed in these tables
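HEK293T cells stably expressing RXFP1 were pretreated with the PDE4 inhibitor Ro 20174, exposed to compounds for 30 min at 37C, lysed, and cAMP was read by TR-FRET. Data normalized to buffer (basal) and 29 nM porcine relaxin (100%).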
D1 agonist – Allosteric Agonists of the Human D1 Dopamine Receptor: qHTS; D(1A) dopamine receptor (Homo sapiens), P21728; HEK293 T-REx D1 cells, calcium flux, agonist mode; activation, % at 2 µM; 360,000 tested, 1% active; in the data active = activation above about 30%; note: 0% is about no effect
Target sequence (P21728 whole entry, looked up): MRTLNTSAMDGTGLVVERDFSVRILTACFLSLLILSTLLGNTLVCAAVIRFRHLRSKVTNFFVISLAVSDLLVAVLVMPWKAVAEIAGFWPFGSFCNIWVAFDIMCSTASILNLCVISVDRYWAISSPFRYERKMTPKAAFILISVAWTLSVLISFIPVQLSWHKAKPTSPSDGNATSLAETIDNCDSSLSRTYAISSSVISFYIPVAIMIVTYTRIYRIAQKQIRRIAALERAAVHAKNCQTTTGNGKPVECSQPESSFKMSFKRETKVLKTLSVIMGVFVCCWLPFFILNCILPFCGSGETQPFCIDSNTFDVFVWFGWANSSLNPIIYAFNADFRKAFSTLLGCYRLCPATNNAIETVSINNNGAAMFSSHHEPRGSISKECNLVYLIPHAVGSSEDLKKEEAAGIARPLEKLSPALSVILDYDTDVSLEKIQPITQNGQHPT
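Tetracycline-induced HEK293 TREx D1 cells, force-coupled to calcium signalling, were dye-loaded with a no-wash calcium kit. Compound was pin-added after a 10 s baseline. Fluorescence was read kinetically at 1 cycle/s for 180 s, with calcium rises flagged as agonism.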
GRP78 ERSR act – qHTS for Inducers of the Endoplasmic Reticulum Stress Response (ERSR) in Human Glioma: qHTS. U87-MG GRP78 promoter luciferase reporter, 16 h. Potency, µM, for the others: at the top dose activation, actives largely listed as activators. 420,000 tested, 0.02% active. AID 602332, 2012; note: potency is the fitted concentration of half-maximal effect; series mostly up to about 76 µM; % of control where 0% means no effect; nearly all actives have a fitted effect of over 35% in size
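Stably transfected U87-MG human glioma cells carrying a GRP78-based luminescent sensor were seeded at 1000 cells/well, pin-dosed with compounds and incubated 16 h. Luciferase reagent was then added, and end-point luminescence was read after 10 min at room temperature.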
RXFP1 antagonist – qHTS Assay for Antagonists of the Relaxin Receptor RXFP1 | activity change, negative = inhibition, % at 57.5 µM | AID 1259400, 2018 | 350,000 tested, 0.59% active | Relaxin receptor 1 (Homo sapiens), Q9HBX9 | HEK293-RXFP1, relaxin-stimulated cAMP HTRF, 30 min; stronger effect = lower value;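 active = activity change of -60% or lower, but not beyond a set lower limit; inconclusive = change between -60% and -40%, or beyond the set limit; inactive = change above -40%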; note: % is set by controls: 0 for no effect and ±100 for the full control effect
D1 antag – Antagonist of Human D 1 Dopamine Receptor: qHTS; HEK293 TREx D1 cells, calcium flux, dopamine EC80; stronger effect = lower value; AID 504652, 2011; 360,000 tested, 3.2% active; activity change, negative = inhibition, % at 10 µM; D(1A) dopamine receptor (Homo sapiens), P21728; in the data active = activity change below about -30%; note: % is set by controls: 0 for no effect and ±100 for the full control effect
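Inducible Hek293 Trex D1 cells (tetracycline, overnight, 30 C). Calcium dye 30–90 min RT. Antagonist mode: EC80 dopamine added after 180 s compound read.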
D1 PAM – Potentiators of Human D1 Dopamine Receptor: qHTS | D(1A) dopamine receptor (Homo sapiens), P21728 | HEK293 TREx D1 cells, calcium flux, dopamine EC20 potentiation | potentiation, % at 10 µM | 360,000 tested, 0.036% active; in the data active = potentiation above about 30%; note: 0% is about no effect
D2 PAM – HTS Assay for Positive Allosteric Modulators of the Human D2 Dopamine Receptor: Primary Screen for Potentiators; D(2) dopamine receptor (Homo sapiens), P14416; HEK293 T-REx D2, calcium flux, EC20 dopamine potentiation; potentiation, % at 10 µM; 340,000 tested, 0.34% active; AID 485347, 2010;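 active = potentiation over 3 SD above the plate norm, cut at about 30% in these data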; note: 0% is about no effect
Target sequence (P14416 whole entry, looked up): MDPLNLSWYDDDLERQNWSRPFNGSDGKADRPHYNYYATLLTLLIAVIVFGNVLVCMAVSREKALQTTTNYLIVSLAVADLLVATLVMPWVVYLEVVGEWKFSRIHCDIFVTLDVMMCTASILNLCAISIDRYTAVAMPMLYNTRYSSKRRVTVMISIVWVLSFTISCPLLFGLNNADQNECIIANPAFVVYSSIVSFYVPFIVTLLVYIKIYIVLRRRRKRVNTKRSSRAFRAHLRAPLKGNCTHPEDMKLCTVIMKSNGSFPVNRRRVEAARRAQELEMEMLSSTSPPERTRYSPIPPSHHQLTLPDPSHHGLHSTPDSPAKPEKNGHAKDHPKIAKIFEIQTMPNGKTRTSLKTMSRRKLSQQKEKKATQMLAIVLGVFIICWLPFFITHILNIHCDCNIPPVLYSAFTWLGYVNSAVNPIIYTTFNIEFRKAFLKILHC
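Potentiation of an EC20 dopamine calcium response measured kinetically over 180 s, after a preceding 180 s compound-only read flagging agonists. Cells: inducible Hek293 Trex D2 line, 4000/well, cultured overnight at 30 C before dye loading.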
* hit, by the source's call; ? = inconclusive; / = not tested or not shown; & = joins results of further samples. Unless noted, calls come from the whole dose curve; as a rule, active = well fitted curve in the direction sought with a large enough effect; inconclusive = small, poorly fitted or top-dose-only effect, or another doubt; inactive = no such curve, though single readings can be large; an effect the other way counts as inactive or inconclusive. The list is partial; count on the stated rates, not on these rows.

SMILES | Vif-A3G inh | Vif-A3F inh | RXFP1 ag | D1 agonist | GRP78 ERSR act | RXFP1 antagonist | D1 antag | D1 PAM | D2 PAM
NC(=O)C1CCN(C(c2ccccc2Cl)c2nnnn2Cc2ccc3c(c2)OCO3)CC1 (configuration not stated) | -10% | -3% | 0.5% | 2 | 2% | -4 | -1 | -4 | -6
COc1ccccc1NS(=O)(=O)c1cc(NC(=O)c2ccc(NC(C)=O)cc2)ccc1N1CCOCC1 | -14% | 3% | / | / | 1% | 5 | / | / | /
NC(=O)CSc1nnc(NC(=O)C23CC4CC(CC(C4)C2)C3)s1 | 1% | -3% | 0.9% | -1 | 9% | -14 | -16 | -8 | 8
O=C(Cn1cnc2ccccc2c1=O)N1CCN(c2ccc(F)cc2)CC1 | -1% | 0% | 0.4% | 4 | -1% | -13 | 10 | -2 | -9
CCOC(=O)c1ccc(OCCOc2ccccc2C)cc1 | -3% | -17% | 1.5% | 8 | 0% | -9 | -12 | -4 | -6
O=C(O)Cc1sc(NCc2ccco2)nc1-c1ccccc1 | 0% | -9% | -1.0% | 2 | -2% | -7 | -14 | -6 | 1
Cc1ccc(NC(=O)CN(C)C(=O)CSc2ccccc2F)cc1 | 3% | 9% | / | / | 0% | -18 | / | / | /
Cc1onc(-c2ccccc2Cl)c1C(=O)Nc1ccc(F)c(F)c1 | -2% | -4% | 0.4% | 2 | -1% | -10 | -19 | 0 | 7
O=C(Cc1c[nH]c2ccccc12)N/N=C/c1ccc(F)cc1 | 0% | 2% | 0.5% | 0 | -4% | / | -9 | -7 | -4
Nc1ccn([C@@H]2O[C@H](CNCc3cnc(N4CCOCC4)nc3)[C@@H](O)[C@H]2O)c(=O)n1 | 0% | 0% | / | / | -5% | 7 | / | / | /
CC1C(=O)C(C)C(c2ccc(Cl)cc2)NC1c1ccc(Cl)cc1 (configuration not stated) | -2% | 4% | / | / | -2% | -19 | / | / | /
CC(=O)c1c(C)[nH]c(C(=O)OCc2ccc(Br)cc2)c1C | -5% | 2% | 3.7% | 7 | -4% | -19 | 6 | -4 | -8
COc1ccc(NC(=O)CCC(=O)N2CCC(c3ccccc3)=N2)cc1S(=O)(=O)N1CCCCC1 | 2% | 3% | / | / | -1% | -5 | / | / | /
C=C(C)CSc1nc(N)cc(=O)[nH]1 | -9% | 0% | 0.0% | 4 | 1% | -11 | 12 | -8 | -4
Cc1cc(C(=O)C(C)OC(=O)c2ccc(NC(=O)CC#N)cc2)c(C)n1-c1ccc(OC(F)F)cc1 (configuration not stated) | -8% | 3% | 1.6% | 7 | -1% | -6 | -23 | 2 | -7

The closing five records of the section before open the next one.
SMILES | Vif-A3G inh | Vif-A3F inh | RXFP1 ag | D1 agonist | GRP78 ERSR act | RXFP1 antagonist | D1 antag | D1 PAM | D2 PAM
CC1C(=O)C(C)C(c2ccc(Cl)cc2)NC1c1ccc(Cl)cc1 (configuration not stated) | -2% | 4% | / | / | -2% | -19 | / | / | /
CC(=O)c1c(C)[nH]c(C(=O)OCc2ccc(Br)cc2)c1C | -5% | 2% | 3.7% | 7 | -4% | -19 | 6 | -4 | -8
COc1ccc(NC(=O)CCC(=O)N2CCC(c3ccccc3)=N2)cc1S(=O)(=O)N1CCCCC1 | 2% | 3% | / | / | -1% | -5 | / | / | /
C=C(C)CSc1nc(N)cc(=O)[nH]1 | -9% | 0% | 0.0% | 4 | 1% | -11 | 12 | -8 | -4
Cc1cc(C(=O)C(C)OC(=O)c2ccc(NC(=O)CC#N)cc2)c(C)n1-c1ccc(OC(F)F)cc1 (configuration not stated) | -8% | 3% | 1.6% | 7 | -1% | -6 | -23 | 2 | -7
Cc1ccc(C(C(=O)NCCc2ccccc2)N(C(=O)c2csnn2)C2CC2)cc1 (configuration not stated) | -9% | 12% | 0.1% | 1 | 2% | -5 | 3 | 2 | 14
CN(C)c1ccc(C(C#N)c2ccccc2)nn1 (configuration not stated) | -5% | 2% | -3.1% | 1 | 0% | -69* | -13 | -3 | -4
CCc1ccccc1NC(=O)c1cc(-c2ccc(F)cc2)on1 | 3% | 9% | 9.9% | 2 | 7% | -1 | 30 | -5 | -2
CCOC(=O)Nc1ccc(C(N)=O)cc1 | 1% | -13% | 2.7% | 1 | -1% | -10 | 5 | -4 | -7
CC(C)CC1NC(=O)N(CC(=O)N2CCN(S(=O)(=O)c3ccc(Cl)cc3)CC2)C1=O (configuration not stated) | 0% | -3% | 0.5% | -1 | -4% | -1 | -1 | -4 | /
FC(F)(F)c1nc2ccccc2nc1N/N=C/c1c(Cl)cccc1Cl | -1% | -24% | 2.5% | 7 | -2% | -4 | 21 | 2 | 4
C=CCc1ccc(O)c(-c2ccc(O)c(CC=C)c2)c1 | -8% | 4% | 1.2% | 12 | -7%&-12%&-4% | / | -29 | -4 | 10
O=C(NCc1ccccc1)c1nnc(CS(=O)(=O)c2ccccc2)o1 | -2% | 0% | 0.8% | 11 | 0% | -3 | 4 | -5 | 5
N#C/C(=C(/O)COC(=O)c1ccccc1O)c1nc2ccccc2s1 | 0% | 1% | -1.3% | 24 | 1% | -10 | -13 | -8 | 2
Cc1ccc(-n2c(SCC(N)=O)nc3c(oc4ccccc43)c2=O)cc1 | -16%&-9% | 10%&-2% | 3.9%&2.2% | -1&-1 | -4%&-3% | -12 | -4&2 | -8&-6 | 1&-2
CSc1nc(Sc2ccc(Cl)cc2)c2ccccc2n1 | 1% | -1% | 6.3% | 0 | -4% | 3 | 11 | -2 | 20
Cc1ccc(CNC(=O)C2CCN(S(=O)(=O)c3cn(C)cn3)CC2)cc1 | 8% | 7% | -1.1% | 0 | -2% | -2 | -5 | 0 | 4
O=C(Nc1ccccc1F)C1CCCN(S(=O)(=O)c2cccc3cccnc23)C1 (configuration not stated) | 0% | -6% | 0.3% | 0 | -3% | 3 | -16 | -4 | 10
COc1ccc(NC(=O)COc2ccc(Br)cc2)c(OC)c1 | 4% | 6% | -1.5% | 7 | -1% | 2 | -4 | -7 | 4
CC(C)n1cnc2cc(NCc3ccco3)ccc21 | 2% | -2% | 0.8% | 1 | 3% | 1 | -18 | -6 | -1
NC(=O)c1csc(CCNC(=O)c2ccccc2)n1 | -2% | 7% | / | / | 1% | 1 | / | / | /
c1ccc2nc(NN=C3CCCCC3)ccc2c1 | -7% | -11% | / | / | 3% | -3 | / | / | /
CCc1ccc2oc(C(=O)Nc3cc(Cl)ccc3OC)cc(=O)c2c1 | 2% | 1% | -1.1% | 1 | -2% | -3 | -48* | -1 | -4
COc1cc(C2C3=C(CC(C)(C)CC3=O)OC(N)=C2[N+](=O)[O-])ccc1O (configuration not stated) | -12% | -12% | 1.6% | 0 | -8% | 1 | -4 | 3 | -4
O=C(Nc1cccc(S(=O)(=O)Nc2ccc(Cl)cc2)c1)c1ccc[n+]([O-])c1 | -1% | -4% | 6.7% | 2 | -3% | -1 | 4 | -3 | 10
CCOC(=O)c1cnc2nc(Cc3ccccc3)[nH]n2c1=O | -4% | 0% | 0.0% | 2 | -6% | -3 | -13 | 3 | 27
Cc1cc(=O)oc2cc(OC(C)C(=O)NC3CCCC3)ccc12 (configuration not stated) | 1% | 2% | 1.9% | 2 | 10% | -16 | -6 | -6 | -16
COC(=O)c1ccc(C(=O)OC)c(NC(=O)CCC(=O)O)c1 | 2% | -14% | -0.6% | 2 | 2% | -1 | -7 | -5 | 4
Cc1cc(=O)[nH]c(SCC(=O)C23CC4CC(CC(C4)C2)C3)c1C#N | -17% | -3% | 0.6% | 11 | -1% | 17 | 4 | -4 | -7
O=C(CN1CCSc2ccccc21)N1CCCCC1 | -3% | -2% | 1.2% | -1 | ? | / | 9 | 2 | -5
CC(=O)N1CCN(C(=O)c2ccc(-n3c(C)ccc3C)cc2)CC1 | -12% | ? | 0.0% | 5 | 1% | / | 2 | -2 | 1
CC(=O)Nc1nonc1-c1nc2ccccc2n1Cc1ccccc1Br | / | / | 8.7% | 1 | / | -8 | -70* | -2 | 13
Cc1cccc(N2CCCC2=Nc2ccc(Br)cc2C#N)c1 | 1% | -2% | 20% | 2 | -2% | 5 | -4 | -4 | 1
CC(NC(=O)c1cc2cc(F)ccc2[nH]1)c1ccccc1 (configuration not stated) | -11% | -15% | 0.1% | 17 | 4% | -13 | -55* | -16 | -13
Cc1cn([C@H](C(=O)NCCCCCCCCCCC(=O)N2CCN(C(=O)OC(C)(C)C)CC2)[C@@H](C)O)nn1 | 8% | 5% | -0.1% | 1 | -8% | / | -15 | -5 | -13
COc1cc(C(=O)NCC2CCCO2)ccc1OCc1ccccc1 (configuration not stated) | -1% | 6% | -1.1% | 2 | -3% | 4 | -11 | -7 | -3

Some of the entries so far, as a markdown table:
| molecule | Vif-A3G inh | Vif-A3F inh | RXFP1 ag | D1 agonist | GRP78 ERSR act | RXFP1 antagonist | D1 antag | D1 PAM | D2 PAM |
| --- | --- | --- | --- | --- | --- | --- | --- | --- | --- |
| NC(=O)c1csc(CCNC(=O)c2ccccc2)n1 | -2% | 7% | / | / | 1% | 1 | / | / | / |
| O=C(CN1CCSc2ccccc21)N1CCCCC1 | -3% | -2% | 1.2% | -1 | ? | / | 9 | 2 | -5 |
